# Bioassay records deposited in PubChem by several laboratories.
# phage Ecoli inh – E. coli growth loss with phage present. growth absorbance. inhibition, % at 11.9 µM. 360,000 tested, 0.26% active. AID 651602; in the data active = inhibition above about 11%
# PKA-R1A activ – PKA-R1A complex activation. activation, % at 11.4 µM. AID 504707. 340,000 tested, 0.083% active. P00514+P68181. PKA-R1A dissociation, Cy5-IP20 fluorescence polarization; scaled: DMSO 0%, 113 µM cGMP 100%;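 active = percent activation above the mean of all tested compounds plus 3 SD, cut at about 19% in these data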;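 also: higher means more PKAc released from R1A so a rise in polarization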
# AddAB inh – less growth of phage-infected E. coli with AddAB; E. coli expressing H. pylori AddAB, absorbance growth; inhibition, % at 11.9 µM; 330,000 tested, 0.29% active; AID 435030; in the data active = inhibition above about 12%;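 also: 0% = vehicle wells of infected cells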
# PKA-R2B activ – activators of human PKA-R2B complex | P22694+P31323 | AID 504700 | activation, % at 11.4 µM | PKA-R2B holoenzyme dissociation, Cy5-IP20 fluorescence polarization; R2B truncated from residue 108, S112A mutant; 0% DMSO only, 100% 113 µM cGMP | 340,000 tested, 0.079% active;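 active = activation above a cutoff set at the mean over all compounds plus 3 SD, cut at about 18% in these data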;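 also: higher means more holoenzyme dissociation and a rise in polarization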
# Target sequence (P31323 whole entry, looked up, other chains not shown, the tested form may be a part): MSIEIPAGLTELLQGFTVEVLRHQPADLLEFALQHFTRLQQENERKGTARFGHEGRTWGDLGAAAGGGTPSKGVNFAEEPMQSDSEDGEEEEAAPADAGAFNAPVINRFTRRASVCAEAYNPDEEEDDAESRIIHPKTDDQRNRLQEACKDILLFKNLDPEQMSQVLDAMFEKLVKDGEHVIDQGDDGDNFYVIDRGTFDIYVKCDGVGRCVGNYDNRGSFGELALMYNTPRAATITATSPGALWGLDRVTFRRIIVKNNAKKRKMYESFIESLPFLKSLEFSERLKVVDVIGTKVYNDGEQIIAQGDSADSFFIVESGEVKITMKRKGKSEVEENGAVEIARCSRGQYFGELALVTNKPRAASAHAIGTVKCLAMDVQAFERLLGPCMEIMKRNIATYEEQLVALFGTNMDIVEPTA
# OPRM1-OPRD1 ag – OPRM1-OPRD1 heterodimerization agonism; P35372+P41143; cells, luminescence; activation, % at 9.3 µM; 340,000 tested, 0.3% active; AID 504326; in the data active = activation above about 18%;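 also: 0% = vehicle-treated cells and 100% = reference agonist; values of inactives mirror those of a sister screen read the other way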
# Mot1-301 SUMO – blocks SUMOylation pathway, rescuing yeast Mot1-301 growth; S. cerevisiae Mot1-301 growth rescue, ATP luminescence, 38.5C; percent above DMSO median, 100 means doubled; 320,000 tested, 1% active; growth rescue, % at 18.8 µM;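 active = every valid replicate shows activation above 250% relative to neutral control wells; inactive = the rest, any valid replicate at or below 250%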;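 also: OY570 slx delta 5 strain wells were the positive control but not used for scaling; some compounds called inactive have numbers as strong as hits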
# MOR-DOR inv ag – inverse agonists of human mu-delta opioid receptor heterodimerization | AID 504357 | cell-based MOR-DOR heterodimer luminescence, inverse agonism | inhibition, % at 9.3 µM | 340,000 tested, 0.21% active; in the data active = inhibition above about 22%, passing the limit was not always enough;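 also: 0% = cells with DMSO and 100% = wells without cells with DMSO; values of inactives mirror those of a sister screen read the other way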
# HTR5A inv ctr – inverse agonist of human HTR5A in OPRM1-OPRD1 counter-screen. inhibition, % at 9.3 µM. 340,000 tested, 0.083% active. P47898. AID 504634. HTR5A cell line, luminescence, inverse agonism; in the data active = inhibition mostly above about 23%, no sharp cut-off; inactive = mostly below about 18%;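 also: 0% = cells with DMSO and 100% = no-cell wells with DMSO; some compounds called inactive have numbers as strong as hits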
# Target sequence (P47898 whole entry, looked up): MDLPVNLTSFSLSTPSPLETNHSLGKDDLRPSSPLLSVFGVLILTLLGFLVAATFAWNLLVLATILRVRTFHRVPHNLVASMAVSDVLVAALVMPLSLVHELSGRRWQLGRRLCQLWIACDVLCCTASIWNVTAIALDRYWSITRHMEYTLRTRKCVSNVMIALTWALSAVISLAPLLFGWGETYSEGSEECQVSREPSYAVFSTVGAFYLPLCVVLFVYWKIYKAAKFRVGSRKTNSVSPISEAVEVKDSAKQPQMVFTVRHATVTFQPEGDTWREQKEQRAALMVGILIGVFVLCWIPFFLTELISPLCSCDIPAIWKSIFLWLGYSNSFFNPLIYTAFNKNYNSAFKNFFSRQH
# Tat transport – inhibitors of E. coli Tat protein transport | 340,000 tested, 0.036% active | inhibition, % at 10 µM | AID 488895 | E. coli MC4100 TorA-mCherry Tat export, fluorescence;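 active = mean replicate inhibition at least 50% and at least half of replicates individually reaching 50%; inconclusive = only one of the two criteria met; inactive = neither criterion met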;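 also: exported cargo escapes ClpAP degradation while cytoplasmic cargo is degraded and loses fluorescence; 0% = median of neutral control wells and 100% = median of NaSCN control wells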
# E coli growth – reduces bacterial viability in AddAB counter-screen; E. coli V3065 growth, OD600 absorbance, 18 h; inhibition, % at 11.9 µM; 330,000 tested, 0.27% active; AID 449728;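 active = inhibition above the campaign's mean inhibition across all tested compounds plus 3 SD, cut at about 9.9% in these data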;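 also: uninfected addAB+ strain grown without phage in ampicillin broth; 0% = DMSO wells and 100% = ciprofloxacin 0.95 µg/ml wells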
# PfHsp90 set2 – growth inhibition of yeast expressing Plasmodium Hsp90 | S. cerevisiae expressing PfHsp90, BacTiter-Glo ATP, 48 h; yeast lacking PDR1 and PDR3 efflux regulators | inhibition, % at 9.4 µM | 310,000 tested, 0.32% active;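 active = every replicate shows inhibition above about 80%, whatever the replicate mean, limit read from the data; inconclusive = mean inhibition reaches the set limit but some replicate falls short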;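 also: 0% = DMSO neutral controls and 100% = 20 µM radicicol positive controls; yeast relying on Plasmodium falciparum Hsp90 in place of its own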
# * marks the source's active call; other numbers are inactive results; u = inconclusive; x = not tested or not shown.
# Values run as follows: Mot1-301 SUMO, PfHsp90 set2, AddAB inh, phage Ecoli inh, MOR-DOR inv ag, HTR5A inv ctr, Tat transport, E coli growth, PKA-R1A activ, PKA-R2B activ, OPRM1-OPRD1 ag
> c1ccc(CC(Nc2ccccn2)c2ccccc2)cc1 (centres undefined)
 : 2.5, -9.6, -2.2, 5.3, 3.1, 11.2, -0.7, -0.5, -5.7, -2.2, -0.6
> Clc1cccc(Cc2nn[nH]n2)c1
 : 10.1, x, 4.3, 4.7, 16.9, 12.3, 6.7, 1.4, -6.3, 2.5, -3.3
> Cn1c(-c2ccccc2)cnc1NCc1cc2c(cc1[N+](=O)[O-])OCO2
 : -8.9, -9.2, 3.0, 4.2, 16.0, 12.2, -4.4, -1.2, -11.3, 2.1, -3.0
> CS(=O)(=O)N(CC(=O)N1CCN(Cc2ccccc2)CC1)c1cccc(F)c1
 : -37.1, -6.2, 5.3, 2.2, 8.8, -8.7, 0.4, -1.6, 5.2, -0.1, -1.7
> COc1ccc(C2c3[nH]c4ccccc4c3C[C@H]3C(=O)N(CC(C)C)CC(=O)N23)c(OC)c1 (some centres undefined)
 : -14.7, 29.2, -1.0, 1.5, 7.0, 13.7, 17.4, 2.5, -13.6, -8.6, -1.5
> CCc1cc(C(=O)Cc2nc3ccccc3[nH]2)c(O)cc1O
 : 2.0, -54.1, 4.8, -0.3, 1.1, -3.4, 3.2, 0.8, -6.8, -5.4, -0.2
> CCCCOC(=O)CSC1=C(C#N)C(c2ccccc2OCC)C(C#N)C(=O)N1 (centres undefined)
 : -9.5, -17.9, 0.1, x, 7.5, 2.4, -0.4, 1.1, -8.8, -6.7, -1.3
> CCOc1ccc(NC(=O)Nc2cc(C)on2)cc1
 : 9.6, x, -0.2, 3.2, 3.6, -44.3, 5.2, -3.1, 9.3, -1.3, -0.7
> CCOc1ccc(OCc2cccc(C(=O)N(CC)CC)c2)cc1
 : 5.5, 8.7, 0.1, 4.7, 0.9, 17.9, -1.5, 0.3, -3.8, 9.8, -0.1
> CCN(c1ccc(NC(=O)COC(=O)/C=C/c2cccs2)cc1)C(C)C
 : -2.9, -29.0, 0.2, 0.6, 12.8, 1.1, -3.0, -1.7, 10.1, -0.7, -2.5
> Cc1nc(NC(=O)c2cnccn2)ccc1Br
 : 162.9, -5.9, x, 1.2, 7.7, -14.1, -6.5, x, 4.3, 2.9, -1.7
> Cc1ccc(S(=O)(=O)N(C)C)cc1-n1c(SCC(=O)Nc2ccc(F)c(F)c2F)nc2ccccc2c1=O
 : -9.5, 15.0, 2.6, 1.7, -5.2, -5.0, -11.0, -0.3, 1.2, -2.4, 1.0
> Cn1c(=O)[nH]c(=O)c2c1nc1n2CC(O)CN1c1ccccc1 (centres undefined)
 : 300.1, -7.3, -0.1, -0.7, 5.7, -4.2, 5.1, 0.5, -3.6, 2.5, -1.3
> CCCNC(=O)C(Cc1ccc(C(F)(F)F)cc1)NC(=O)c1ccc2ccccc2n1 (centres undefined)
 : 18.2, 5.3, -2.0, 3.6, 1.3, -34.7, -4.5, -0.7, -8.5, -2.3, -0.3
> Cc1nn(C(C)C(=O)N2CCOCC2)c(=O)c2nn(-c3ccccc3)c(C)c12 (centres undefined)
 : -3.2, -12.4, 3.4, 3.0, 8.3, 1.7, -5.2, 0.9, -5.9, -7.7, -1.5
> CN(C)Cc1cn(CCC(=O)O)c2ccccc12
 : -6.7, -13.2, 0.2, 1.8, 5.0, 0.6, 1.3, 1.2, -3.5, -2.3, -1.0
> O=S(=O)(NC1CCCC1)c1ccc(S(=O)(=O)N2CCc3ccccc32)cc1
 : 169.1, -33.5, 1.2, 2.3, -40.2, 1.6, -4.2, 1.4, -3.1, 12.2, 7.1
> COc1ccc(Cl)cc1C(=O)Nc1ccc(N(C)C(C)=O)cc1
 : -13.1, x, 1.5, 2.4, 18.2, 15.7, -2.3, -1.4, 1.2, -0.7, -3.7
> CN(C)C(=S)Nc1ccc2ccccc2c1
 : 11.2, -5.4, 2.4, 1.5, -7.4, -11.5, u, 1.9, -0.8, -3.3, 1.4
> CCCCCc1c(C)c(C#N)c2nc3ccccc3n2c1-n1ccnc1C
 : -8.0, x, 0.2, -1.3, -17.3, -2.6, -5.7, -2.7, -3.2, -10.2, 2.9
> Nc1nc(SCc2c(F)cccc2Cl)[nH]c(=O)c1-c1ccccc1
 : x, -4.3, -0.5, 0.9, 1.8, 8.6, -6.1, -1.2, -7.8, 0.4, -0.3
> COc1cccc(C(=O)Nc2ccc3c(c2)OCO3)c1OC
 : -19.4, 6.2, 2.7, 1.2, 12.0, 0.8, -5.8, 1.8, -8.3, 2.6, -2.2
> CC(=O)Nc1ccc(Oc2cc(C#N)c(C#N)cc2N2CCCCCC2)cc1
 : 2.0, -10.2, 0.8, 1.4, -32.6, -29.5, 12.6, -3.1, 7.9, -2.4, 6.1
> COc1ccc(C(C[N+](=O)[O-])c2c(C)[nH]c3ccccc23)cc1OC (centres undefined)
 : 65.0, 0.8, -0.2, 2.9, 9.4, -4.8, -0.6, 2.0, -2.1, -0.1, -1.8
> Cc1sc2nc(SCCN(C)C)n(-c3ccccc3)c(=O)c2c1-c1ccc(F)cc1
 : -17.5, -53.7, 3.7, 1.2, 12.3, -7.3, -8.7, -4.2, -0.2, -6.0, -2.3
> O=C(C1CC1)N1CCCC(c2ccc(Cl)cc2)=N1
 : -11.2, -8.9, 3.1, 3.5, 10.2, -14.0, -4.8, -1.0, -0.6, 0.4, -1.8
> CCOC(=O)CC1=NN(c2ccccc2)C(=O)/C1=C\c1ccc(N(C)C)cc1
 : -2.3, 2.6, 4.9, 4.7, 10.5, 3.4, 0.2, -1.8, 0.1, -7.8, -1.7
> Cc1cccc(N(CC(=O)N2CCCC2)S(C)(=O)=O)c1
 : -24.8, 4.3, 6.0, 0.9, -2.7, -6.5, -1.7, 1.4, 0.5, 10.1, 0.5
> Cc1ccc(Cl)cc1NC(=O)c1ccc(NC(=O)CCC(=O)O)cc1
 : -21.9, -15.1, -0.1, 2.0, -5.0, 30.3, -6.0, -0.1, 14.1, -1.9, 0.9
> COc1ccc(Cl)cc1NC(=O)CN(C)C(=O)c1cc(-c2ccncc2)nc2ccccc12
 : 3.8, x, -0.8, 5.9, 20.4, 6.4, 2.5, -2.2, -2.8, -9.1, -3.9

# Just HTR5A inv ctr, PKA-R2B activ and PKA-R1A activ, for five of the compounds above:
SMILES,HTR5A inv ctr,PKA-R2B activ,PKA-R1A activ
Clc1cccc(Cc2nn[nH]n2)c1,12.3,2.5,-6.3
COc1ccc(Cl)cc1NC(=O)CN(C)C(=O)c1cc(-c2ccncc2)nc2ccccc12,6.4,-9.1,-2.8
Cc1sc2nc(SCCN(C)C)n(-c3ccccc3)c(=O)c2c1-c1ccc(F)cc1,-7.3,-6.0,-0.2
CN(C)C(=S)Nc1ccc2ccccc2c1,-11.5,-3.3,-0.8
c1ccc(CC(Nc2ccccn2)c2ccccc2)cc1 (centres undefined),11.2,-2.2,-5.7

# Remaining list, next part
# Values run as follows: Mot1-301 SUMO, PfHsp90 set2, AddAB inh, phage Ecoli inh, MOR-DOR inv ag, HTR5A inv ctr, Tat transport, E coli growth, PKA-R1A activ, PKA-R2B activ, OPRM1-OPRD1 ag
> COc1ccc(/C=C2\SC(=O)N(CC(=O)Nc3ccccc3O)C2=O)cc1OC
 : 21.5, -52.6, x, -2.2, 10.5, -0.7, 3.1, x, 4.3, -1.8, -2.3
> Cn1c(SCc2cccc(F)c2)nnc1-c1ccncc1
 : -13.0, -17.2, 0.9, -0.9, 12.4, -9.4, -1.8, -3.3, -3.4, -11.1, -2.6
> CC1CCN(Cc2nc3c(c(=O)n(C)c(=O)n3C)n2CCCc2ccccc2)CC1
 : 286.5, -10.1, 2.9, 1.9, 8.4, 7.7, -5.9, -0.6, -6.8, 5.0, -1.4
> O=C(Nc1cccc(NC(=O)c2cccs2)c1)c1cccnc1
 : 3.7, 8.4, -1.7, 0.0, 0.6, -2.4, -7.7, -2.5, -4.6, -1.4, -0.1
> CCOC(=O)C1CCN(C(=O)c2cccc(NC(=O)C(CC)CC)c2)CC1
 : -3.1, -10.2, 0.4, 2.8, 0.6, 16.4, 1.3, -0.7, -4.5, -0.7, -0.1
> COc1cccc(C2C(C(=O)Nc3nc4ccccc4s3)=C(C)NC3=C2C(=O)CC(C)(C)C3)c1OC (centres undefined)
 : -6.1, -4.0, 5.6, 3.0, 4.6, -39.4, 1.7, 2.3, -10.9, -0.1, -0.8
> Cc1ccc(NC(=O)CN2C(=O)NC3(CCCCCCC3)C2=O)cc1C
 : -16.9, -9.8, -2.8, 3.9, -6.7, -2.4, 1.5, 0.7, -10.6, 0.3, 1.7
> CCOC(=O)C(C(=O)OCC)C(C(=O)OCC)N1CCOCC1 (centres undefined)
 : 380.5, x, 3.0, 3.2, 6.3, -8.3, 1.2, 0.4, -2.5, 4.1, -1.3
> CCN(c1ccc(OC)cc1)S(=O)(=O)c1ccc2c(c1)CCN2C(=O)CCC(=O)O
 : -20.1, x, 0.6, 0.0, -2.5, -8.9, -5.3, 3.6, -11.1, -0.1, 0.5
> CCOC(=O)CN1CC(C)(C)N(CC(=O)OCC)CC1(C)C
 : x, -11.2, x, 3.9, 14.8, 7.7, 12.5, x, 3.4, 8.8, -3.4
> CCOc1ccccc1C(=O)N1CCCCC1C (centres undefined)
 : -1.3, -6.2, 1.8, 1.2, 11.0, -22.0, -5.5, 1.1, -17.4, -6.8, -1.8
> CCCC(=O)NCc1nc2ccccc2n1CC(=O)c1ccccc1
 : 9.6, 3.2, -1.2, 0.7, 6.5, -11.1, -11.4, 1.6, 3.7, -3.1, -1.1
> CC(=O)Nc1ccc(S(=O)(=O)N/N=C/c2ccc(C)o2)cc1
 : -2.7, -17.3, x, 0.7, -0.7, -15.6, -3.4, x, -0.3, -7.8, 0.1
> O=C(O)c1ccc([N+](=O)[O-])cc1-c1cc([N+](=O)[O-])ccc1C(=O)O
 : x, 5.1, x, 1.9, 15.3, 16.6, 12.8, x, -4.0, -3.5, -3.1
> COc1ccc(N(CC(=O)Nc2c(C)n(C)n(-c3ccccc3)c2=O)S(=O)(=O)c2ccc(C)cc2)cc1
 : 38.3, 9.8, 3.6, 3.2, 21.3, 5.1, -7.8, -0.5, -2.1, 3.9, -4.2
> Cc1cccc(Cc2nnc(CCC(=O)NCc3cn4ccccc4n3)o2)c1
 : 7.4, 6.2, 2.5, 4.1, 8.3, -65.2, -4.6, 2.4, -11.9, 5.2, -1.7
> CCOC(=O)c1cccc(NC(=O)CCNS(=O)(=O)c2cccc3nonc23)c1
 : 32.1, -13.7, 3.0, 0.4, 3.6, 6.3, -4.9, 0.8, -0.9, -7.9, -0.6
> Cc1ccc(-c2ccc(=O)n(CC(=O)NCCCN3CCCCC3C)n2)cc1 (centres undefined)
 : 152.6, 12.6, 3.1, 2.0, 8.4, -5.6, -3.0, -0.8, 5.6, 6.6, -1.5
> Cc1cccc(CSc2ccc3nnc(-c4cccnc4)n3n2)c1
 : 9.1, 5.3, 1.8, 3.5, 13.8, 6.0, 1.8, 1.1, -0.7, -5.8, -2.0
